IL-2 act = IL-2 activation; IL-2 activation reporter assay, cell-based qHTS; stimulated with anti-CD3/CD4/CD28 beads; in transgenic mouse T cells; activation, % (series mostly up to about 46 µM); 360,000 tested, 0.065% active; AID 652025; in the data active = activation above about 50%; inconclusive = mostly about 30% to 49%; note: 0% is about no effect
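First, unstimulated transgenic mouse T cells were exposed to compound for 60 min. Next, anti-CD3/anti-CD4-coated beads with anti-CD28 were added. Finally, after 18 h at 37 degrees C, EGFP and DsRed were imaged.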
ATXN2 expr inh = reduces ATXN2 reporter expression in HEK-293 cells; HEK-293 ATXN2-luciferase reporter, luminescence, 24 h; Potency, µM (titrated, usually from 57 µM), for inactives: top-dose activity change, negative = inhibition, usual class: inhibitors; 360,000 tested, 0.72% active; note: potency is the fitted concentration of half-maximal effect; % is set by controls: 0 for no effect and ±100 for the full control effect; nearly all actives have a fitted effect of over 55% in size
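qHTS (up to 57 uM final) was run with 24 h compound exposure of reporter cells at 37 °C. Each well was multiplexed: SteadyGlo luminescence measured ATXN2-luciferase expression after a fluorogenic Gly-Phe-AFC viability readout (25 uM final).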
EPAC2 ag = activates human EPAC2 exchange factor; Q8WZA2; EPAC2 activation, biochemical qHTS; response scale: 100% = 6.5 mM cAMP response; Potency, µM (doses to about 154 µM), for the others: at the top dose activation, usual class: activators; 360,000 tested, 0.079% active; AID 720711; note: potency is the fitted concentration of half-maximal effect; nearly all actives have a fitted effect of over 50% in size
Target sequence (Q8WZA2 whole entry, looked up): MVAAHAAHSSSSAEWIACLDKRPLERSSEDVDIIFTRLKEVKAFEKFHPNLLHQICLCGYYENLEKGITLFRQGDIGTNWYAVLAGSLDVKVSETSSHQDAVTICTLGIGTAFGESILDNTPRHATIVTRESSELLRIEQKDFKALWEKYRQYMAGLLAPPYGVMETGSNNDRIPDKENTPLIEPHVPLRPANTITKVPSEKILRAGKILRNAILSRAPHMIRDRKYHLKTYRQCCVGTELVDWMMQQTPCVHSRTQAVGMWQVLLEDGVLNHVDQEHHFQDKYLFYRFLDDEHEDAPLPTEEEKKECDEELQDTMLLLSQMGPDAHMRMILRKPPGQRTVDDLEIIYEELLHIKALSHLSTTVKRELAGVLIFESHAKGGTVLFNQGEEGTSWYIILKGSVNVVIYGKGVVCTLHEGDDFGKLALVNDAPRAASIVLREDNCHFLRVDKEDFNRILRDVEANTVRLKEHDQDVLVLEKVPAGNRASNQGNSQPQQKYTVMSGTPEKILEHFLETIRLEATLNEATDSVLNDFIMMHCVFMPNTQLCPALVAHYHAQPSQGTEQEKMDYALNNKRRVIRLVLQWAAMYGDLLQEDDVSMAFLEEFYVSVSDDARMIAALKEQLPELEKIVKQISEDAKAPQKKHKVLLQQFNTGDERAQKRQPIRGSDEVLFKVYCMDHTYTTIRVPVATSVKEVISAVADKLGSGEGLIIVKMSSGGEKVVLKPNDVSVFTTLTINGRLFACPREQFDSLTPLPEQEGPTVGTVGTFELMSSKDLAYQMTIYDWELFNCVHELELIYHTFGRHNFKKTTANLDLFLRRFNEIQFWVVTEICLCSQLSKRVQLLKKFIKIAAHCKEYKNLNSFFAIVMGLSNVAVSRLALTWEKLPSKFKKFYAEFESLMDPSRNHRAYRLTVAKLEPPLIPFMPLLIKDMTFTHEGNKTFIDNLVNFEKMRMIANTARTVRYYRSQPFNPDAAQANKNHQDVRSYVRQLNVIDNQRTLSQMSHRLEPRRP
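In this primary screen, activation is scored as increased exchange of BODIPY-GDP from Rap1B by 100 nM EPAC2, with 50 uM GDP as competitor. Signal is normalized to the 6.5 mM cAMP agonist control.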
HepG2 tox = kills HepG2 cells in TGF-b inhibitor counter-screen; HepG2 CAGA-GFP viability, ATP luminescence, 18 h; Potency, µM (titrated, usually from 46.1 µM), for inactives: top-dose activity change, negative = cytotoxicity, actives largely listed as cytotoxic; 410,000 tested, 0.76% active; AID 588856; note: potency is the fitted concentration of half-maximal effect; some results filed as inactive show a strong effect at the top dose
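CellTiter-Glo luminescence gave cytotoxicity after 18 hours at 37 degrees C. The cells were HepG2 CAGA-GFP in 1% FBS DMEM, stimulated with 500 pg/mL TGF-beta after compound addition. %Activity was normalised to no-cell wells (complete cell-killing) and DMSO (no toxicity), and curves were fitted and classified.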
Nrf2 block = Nrf2 pathway inhibition. A549 ARE-Fluc reporter, luciferase luminescence, 18-24 h. Potency, µM (doses to about 46 µM), for the others: at the top dose activity change, negative = inhibition, usual class: inhibitors. 360,000 tested, 2.1% active. AID 504444; note: potency is the fitted concentration of half-maximal effect; % is set by controls: 0 for no effect and ±100 for the full control effect; nearly all actives have a fitted effect of over 60% in size
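Nrf2 activity is the BugLite luminescence, read 15 min after reagent at room temperature, following CellTiter-Fluor cytotoxicity readout (30 min, 37C). Compound titrations were applied for 18-24 h to 5000 A549 ARE_Fluc cells/well in 5% FBS OPTI-MEM.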
ATXN viability = cell viability loss in ATXN counter-screen. Potency, µM (top dose mostly 56.7 µM), actives largely listed as cytotoxic. S2 cells (HEK-293 line with an ATXN2-luciferase reporter) viability, CellTiter-Fluor protease fluorescence, 24 h. 400,000 tested, 0.49% active; note: potency is the fitted concentration of half-maximal effect; nearly all actives have a fitted effect of over 40% in size
A549 tox = A549 cytotoxicity, counter-screen for Nrf2 inhibitors; A549 ARE-Fluc cells, CellTiter-Fluor viability, 18-24 h; Potency, µM (doses to about 46 µM), without a hit: top-dose activity change, negative = cytotoxicity, usual class: inhibitors; 390,000 tested, 0.16% active; AID 504648; note: potency is the fitted concentration of half-maximal effect; % is set by controls: 0 for no effect and ±100 for the full control effect
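A549 ARE_Fluc cells in 5% FBS OPTI-MEM were exposed to compounds in concentration-response for 18-24 h at 37 deg C. Viability was read by CellTiter-Fluor fluorescence (Ex 405/Em 525) after 30 min, before the luciferase read.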
TGFb inhibitor = TGF-b pathway inhibition; HepG2 CAGA-GFP TGF-b/SMAD3 reporter, GFP fluorescence, 18 h; TGF-beta stimulated, 500 pg/mL final; AID 588855; Potency, µM (highest dose often 46.1 µM), inactives show at the top dose activity, negative = inhibition, most hits filed as inhibitors; 410,000 tested, 1.2% active; note: potency is the fitted concentration of half-maximal effect; % is set by controls: 0 for no effect and ±100 for the full control effect; nearly all actives have a fitted effect of over 65% in size
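Inhibition of TGF-beta-driven CAGA-GFP reporter expression in HEPG2 cells is measured by cellular GFP fluorescence after 18 h stimulation with 500 pg/mL recombinant TGF-beta in 1% FBS medium at 37 degrees C.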
Nrf2 activator = Nrf2 pathway activation | AREc32 ARE-luciferase reporter (MCF7-derived line), luminescence, 24 h | Potency, µM (titrated, usually from 46.1 µM), inactives show at the top dose activation, most hits filed as activators | 410,000 tested, 0.31% active; note: potency is the fitted concentration of half-maximal effect; % of control where 0% means no effect; nearly all actives have a fitted effect of over 65% in size
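AREc32 cells carrying an ARE-driven firefly luciferase reporter were seeded at 1000 cells/well in OPTI-MEM with 5% FBS, then exposed to compound for 24 hr at 37 deg C. Luminescence was read with Steady-Glo after 30 min at RT.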
Starred values were filed as active, the others as inactive; i = inactive; ? = inconclusive; / = no result given; [ ] = dose if it differs, or a comment. Unless noted, calls come from the whole dose curve; as a rule, active = well fitted curve in the direction sought with a large enough effect; inconclusive = small, poorly fitted or top-dose-only effect, or another doubt; inactive = no such curve, though single readings can be large; an effect the other way counts as inactive or inconclusive.

Under each structure: IL-2 act | ATXN2 expr inh | EPAC2 ag | HepG2 tox | Nrf2 block | ATXN viability | A549 tox | TGFb inhibitor | Nrf2 activator
1. Nc1nonc1NC(=O)NN=C1CCCCC1
→ -1.9 | -3% | 6% | -19% | 3% | i | 6% | -6% | 2.0%
2. N#CCN1CCN(CCC(=O)Nc2ccc(OCc3ccccc3)cc2)CC1
→ -0.3 | 3% | -13% | -13% | -20% | i | -17% | 22% | 2.2%
3. O=C(Nc1ccncc1)OCc1ccccc1
→ -1.2 | 16% | -6% | -5% | ? | i | 0% | -12% | 3.4%
4. COc1cc(C2c3c(-c4ccccc4O)n[nH]c3C(=O)N2Cc2ccncc2)ccc1O (stereo not given)
→ / | 0% | / | 3% | 7% | i | 8% | -2% | 2.9%
5. CCOCCCNC(=O)c1cc2c(s1)-c1ccccc1SC2
→ 1.0 | 10% | -1% | -1% | ? | i | -2% | 2% | -0.5%
6. Cc1ccc(C)c(-c2cc(C(=O)Nc3nccs3)c3ccccc3n2)c1
→ -2.5 | -14% | 12% | -6% | -15% | i | -9% | -11% | 3.2%
7. O=C(NC1CCCCC1)c1ccc2[nH]c(=O)c(=O)[nH]c2c1
→ 1.9 | / | 5% | -9% | 14% | ? | -3% | 12% | 0.1%
8. CC(C)n1c(O)c(/C=C2\C=NN=C2c2ccccc2)sc1=S
→ -5.1 | 2% | -2% | 16µM* | ? | i | -16% | ? | 3.0%
9. CCc1ccc(/C(C)=N/Nc2cc(Cl)nc(C)n2)cc1
→ -3.0 | -3% | 15% | -20% | -22% | i | 3% | ? | 0.0%
10. COc1ccc(/C(N)=N/OC(=O)Cc2ccccc2OC)cc1
→ -3.4 | 13% | 6% | -11% | ? | i | -6% | -12% | 0.0%
11. CNc1ccc(Br)cc(C(=O)/C=C/c2cccc(OC)c2OC)c1=O
→ 0.4 | / | 3% | -8% | 2% | / | -7% | -2% | -0.2%
12. Cc1ccccc1-c1nc(CN2CCCC(C(=O)NCc3ccc(Cl)cc3)C2)c(C)o1 (stereo not given)
→ / | 0% | / | -5% | 8% | i | -10% | 4% | 1.0%
13. O=C(CCN=C1NS(=O)(=O)c2ccccc21)OCC(=O)c1ccc(F)c(F)c1
→ -0.4 | 2% | 3% | -6% | -3% | i | -2% | 1% | 0.1%
14. CC(=O)c1c(C)[nH]c(C(=O)OCC(=O)Nc2ncc(Cl)c(C)c2Cl)c1C
→ 0.7 | -5% | 1% | -15% | 0% | i | 3% | 22% | 0.8%
15. CCOC(=O)c1c(C)[nH]c(C(=O)COC(=O)CNS(=O)(=O)c2ccc(C)cc2)c1C
→ -0.2 | -24% | 6% | 2% | 10% | i | 7% | 12% | 0.3%
16. Oc1ccc(-c2onc3ccc(Cl)cc23)cc1
→ 3.1 | 28% | 8% | -43% | 8% | / | 9% | -6% | 4.7%
17. COc1cccc(COC(=O)CSCC(=O)Nc2ccc(C)cc2)c1OC
→ -4.2 | / | 10% | 3% | / | ? | / | 2% | 2.2%
18. COc1cc(OC)cc(C(=O)NCCSc2c[nH]c3ccccc23)c1
→ -0.2 | -15% | 9% | -24% | 0% | i | -8% | 7% | 0.7%
19. COc1cc2cc(CN(CCN3CCCC3)C(=O)Nc3ccc(F)cc3)c(=O)[nH]c2cc1OC
→ -1.9 | 22% | -2% | -21% | -7% | i | -4% | -7% | 0.6%
20. Cc1ccnc(NS(=O)(=O)c2cc(-c3cc(C)no3)ccc2C)c1
→ / | / | / | -6% | ? | / | -14% | -13% | 0.5%
21. CSCC[C@H](NC(=O)[C@@H]1Cc2ccccc2CN1)C(=O)Nc1cccc(C)c1
→ -3.8 | -1% | 10% | -66% | 13% | i | 4% | 2% | -0.1%
22. Cc1ccc(Cn2nnc3c(=O)n(CC(=O)N4CCN(c5ccccc5)CC4)cnc32)cc1
→ 1.5 | -24% | 11% | -14% | ? | i | 2% | ? | 0.4%
23. Cc1cc(C)n(CCCO)c(=O)c1C#N
→ 2.2 | 3% | 7% | -2% | 2% | i | -1%[1.84 µM] | -6% | 0.0%
24. CCN(CC)S(=O)(=O)c1ccc(N2CCOCC2)c(NC(=O)CCC2CCCCC2)c1
→ -0.5 | -4% | 4% | 2% | -14% | i | -2% | -11% | 0.2%
25. COc1ccc(O)c(/C=C(\C#N)C(=O)Nc2ccccn2)c1
→ -0.1 | 20% | 14% | -29% | 2% | i | -5% | 22% | 20%
26. COc1ccc(C(=O)NCCn2cc(SCc3cc(C)ccc3C)c3ccccc32)cc1
→ / | ? | / | -22% | 18µM* | ? | ? | ? | 1.2%
27. CSc1ncc(C(=O)NCCCc2ccccc2)c(C)n1
→ 0.1 | 15% | 12% | 10% | 19% | i | 1% | -7% | 1.9%
28. CO/N=C/c1ccc(OC)c(Oc2nc(OC)cc(OC)n2)c1
→ -1.9 | -9% | 6% | 1% | ? | ? | 2% | -1% | -0.5%
29. COc1cc(C2C(C#N)=C(N)OC3=C2C(=O)CCC3)cc(OC)c1OC(=O)N1CCOCC1 (stereo not given)
→ 0.9 | 11% | -1% | 4% | / | i | 8% | -46% | 0.4%
30. Cc1ccc(NC(=O)Cn2cnc3c(NCc4ccccc4)ncnc32)cc1C
→ 0.0 | 1% | 4% | -17% | 5% | i | -8% | 1% | -0.7%
31. CN(C)CCNc1cnn(-c2ccccc2)c(=O)c1Cl
→ -0.8 | / | -1% | 10% | 5% | i | -5% | 16% | -0.7%
32. CCOc1ccc(Nc2oc(-c3ccc(COc4ccc(C)cc4)o3)nc2C#N)cc1
→ / | -10% | / | -27% | 7% | ? | -1% | -1% | 12%
33. CC(C)C(=O)NC(CC(=O)O)c1ccccc1 (stereo not given)
→ 1.9 | 7% | -12% | 15% | 1% | i | -4% | -18% | -0.4%
34. CC1CC1C(=O)N(C)CC(=O)Nc1cccc(F)c1 (stereo not given)
→ 3.5 | -1% | 1% | 5% | 6% | i | -1% | 0% | 0.1%
35. COc1ccc(N(C)S(=O)(=O)c2cccc(C(=O)NC3CCCCC3C)c2)cc1 (stereo not given)
→ -0.9 | -21% | -4% | -1% | -14% | i | -5% | 23% | 0.3%
36. Cc1ccc(S(=O)Cc2ccc(C(=O)NC3CCCCCC3)o2)cc1 (stereo not given)
→ / | -23% | / | 3% | 8% | i | 25% | -23% | -1.2%
37. COC(=O)C1=C(N)Oc2cc(C)n(CCCn3ccnc3)c(=O)c2C1c1cccc(Cl)c1 (stereo not given)
→ -0.3 | ? | 6% | -5% | -11% | i | -14% | 36%[activator] | 1.8%
38. O=C(NCc1ccccn1)C1CCN(S(=O)(=O)c2cnc[nH]2)CC1
→ -0.4 | -3% | -7% | 3% | 13% | i | 3% | 9% | 0.3%
39. CN1CCN(c2ccc(NC(=O)c3ccccc3)cc2)CC1
→ -2.7 | -25% | -3% | 5% | ? | i | -1% | 0% | -0.8%
40. Cc1ccc(Nc2nc(C)c(NC(=O)c3ccc(C)cc3)c(Nc3ccc(C)cc3)n2)cc1
→ / | ? | / | -18% | ? | i | ? | 14µM* | 5.7%
41. c1ccc(-c2nnc3sc(-c4cc5ccccc5o4)nn23)cc1
→ -0.4 | 1% | 5% | -31% | / | i | 4% | 8% | -0.4%
42. CC(C)C[C@H]1CNC(=S)N1C[C@H]1CCCN1C[C@H](CC(C)C)N1C[C@H](Cc2ccc(O)cc2)N(CC2CCCCC2)C1=S
→ -0.9 | ? | -3% | / | / | / | / | / | -3.1%
43. CCOc1ccccc1NC(=O)Cn1cc(C(=O)c2cccc(OC)c2)c(=O)c2ccc(C)nc21
→ / | -2% | / | 4% | ? | i | -20% | 29% | -0.8%
44. O=C(CN(C(=O)CCC(=O)Nc1nccs1)c1ccc(F)cc1)NCc1ccc2c(c1)OCO2
→ 0.2 | -6% | 7% | 6% | -16% | i | -21% | 4% | 0.0%
